SUMO HTRF inh – blocks human SUMOylation mediated by UBC9; P63279; HTRF SUMOylation assay, SAE1/SAE2 + UBC9, in vitro; inhibition, % at 35 µM; 0.36% of 290,000 active; in the data active means inhibition above about 50%, passing the limit was not always enough; further: strong numbers were not always called active
Target sequence (P63279 whole entry, looked up): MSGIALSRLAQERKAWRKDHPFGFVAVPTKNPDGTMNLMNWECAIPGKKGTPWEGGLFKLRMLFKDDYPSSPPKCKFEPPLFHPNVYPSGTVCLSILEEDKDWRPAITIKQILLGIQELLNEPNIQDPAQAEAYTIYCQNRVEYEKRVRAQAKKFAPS
IDE cell activ – IDE (human) activation, cell-based | HEK cells, FAbeta-B cleavage, fluorescence polarization; 0% vehicle, 100% cell-free pure enzyme wells | AID 493087 | P14735 | activation, % at 5.96 µM | 0.073% of 340,000 active;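 active means activation above the mean of all tested compounds plus 3 SD, set per screening campaign, cut at about 17% in these data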
IMP-1 inhibitor – inhibitors of Pseudomonas aeruginosa IMP-1 metallo-beta-lactamase | purified IMP-1, nitrocefin hydrolysis, epi-absorbance fluorescence | inhibition, % at 5.6 µM | 0.45% of 290,000 active | AID 1556;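 active means inhibition above the mean plus 3 SD of all compounds in the same screening run, cut at about 4.5% in these data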;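 further: 0% = IMP-1 with DMSO and 100% = DMSO wells lacking enzyme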
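Assay system: purified recombinant IMP-1 beta-lactamase. Input: IMP-1 0.2 nM before substrate addition. Buffer or medium: Zinc- and detergent-supplemented HEPES buffer, pH 7.1. Schedule: 25 °C, 15 min preincubation, 25 min reaction. Signal: Epi-absorbance fluorescence, 480 nm excitation, 530 nm emission. Evaluation: percent inhibition from optical density relative to buffer-blank wells.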
NS3 helicase inh – blocks Hepatitis C virus NS3 helicase unwinding | NS3 helicase DNA unwinding, Cy5 molecular beacon fluorescence | inhibition, % at 10.9 µM | 0.56% of 290,000 active;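 active means inhibition above the mean of all tested compounds plus 3 SD, set per campaign, cut at about 35% in these data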;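 further: 0% = DMSO wells and 100% = thioflavine S control wells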
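System: NS3 helicase fragment of HCV / Schedule: 1 h at 25 °C / Control set: DMSO alone as 0% and 110 µM thioflavine S as 100% / Reagent: Cy5/quencher beacon DNA duplex and ATP to start / Technique: Cy5 fluorescence / Replication: singlicate / Evaluation: % inhibition of end-to-start signal ratio versus controls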
M18AAP inhibitor – PfM18AAP enzyme inhibition; recombinant PfM18AAP, H-Glu-NHMec fluorogenic cleavage; inhibition, % at 7.35 µM; 1.2% of 290,000 active; AID 1822;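 active means inhibition above the campaign mean inhibition over all tested compounds plus 3 SD, cut at about 28% in these data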;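 further: 0% = plate median of test compound wells and 100% = 2 mM ZnCl2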
IDE inh – inhibitors of human insulin-degrading enzyme in cells. P14735. HEK cells, FAbetaB cleavage, fluorescence polarization. inhibition, % at 5.59 µM. 0.41% of 320,000 active. AID 434962;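 active means percent inhibition above the average of all tested compounds plus 3 SD, set per screening campaign, cut at about 16% in these data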;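 further: IDE supplied by intact live HEK cells; FP after avidin binding of uncleaved biotin substrate so inhibition keeps polarization high; 0% = DMSO wells and 100% = 60 µM reference IDE inhibitor Ii1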
VIM-2 inhibitor – blocks Pseudomonas aeruginosa VIM-2 metallo-beta-lactamase; purified VIM-2, nitrocefin hydrolysis, epi-absorbance fluorescence; inhibition, % at 5.6 µM; 0.89% of 290,000 active;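 active means inhibition above the mean of all tested compounds plus 3 SD, cutoff set per screening run, cut at about 7.5% in these data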;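 further: red hydrolysis product quenches plate fluorescence so inhibitors raise well fluorescence; 0% = enzyme with DMSO and 100% = DMSO without enzyme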
p-CIP stab down – compounds decreasing mouse p/CIP protein stability | Q05BA5 | F442A p/CIP-EGFP cells, EGFP fluorescence, 16 h | decrease of EGFP signal, % at 10 µM | 0.01% of 290,000 active;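 active means EGFP signal decrease of at least 30% at 10 µM or well 3 SD below plate mean, unless failing retest; inactive means the rest, including hits failing retest or dose response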; further: some compounds called inactive have numbers as strong as hits; many of its hits are not listed in these tables
FID counter – fluorescent intercalator displacement, NS3 helicase counter-screen; inhibition, % at 7.9 µM; 0.17% of 290,000 active; DNA fluorescent intercalator displacement, fluorescence; in the data active means inhibition above about 37%;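 further: 0% = vehicle and 100% = reference compound; higher means more ethidium bromide displaced from hairpin DNA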
Active calls of the source: *; / = not tested or not shown. A portion of the library; rates above refer to the full screens.

SMILES	SUMO HTRF inh	IDE cell activ	IMP-1 inhibitor	NS3 helicase inh	M18AAP inhibitor	IDE inh	VIM-2 inhibitor	p-CIP stab down	FID counter
CN1C(=O)NC(=O)/C(=C\c2ccc([N+](=O)[O-])o2)C1=O	27	13	-4.5	12	14	9	-0.6	-9	1
O=C(Cn1c(=O)n(CC2CS2)c2ccccc21)N1CCCCC1 (stereo not given)	5	5	-2.8	4	6	4	-2.3	3	-10
O=C(Nc1cccc(OC(=O)N2CCCCC2)c1)N1CCCCC1	-2	4	-3.9	1	-4	5	-2.9	-8	-28
O=C(c1ccc(Cl)cc1)C1CCCN(Cc2ccc3ncccc3c2)C1 (stereo not given)	-9	2	-4.5	-4	-4	-2	-2.4	0	3
C=CCn1c(O)c(C(CC)=Nc2ccccc2NC(C)=O)c(=O)[nH]c1=O	-4	-6	-1.5	4	5	3	-1.0	12	0
Cc1ccc2nsnc2c1-n1c(C)nc2ccccc2c1=O	3	9	-3.4	1	-2	1	-1.4	-3	0
O=P1(Nc2ccc(F)cc2)COc2ccccc2OC1	23	6	-2.4	2	-2	-1	-2.7	-6	-4
Cc1nn(-c2ccccc2)c2c1C(c1ccc3c(c1)OCO3)SCC(=O)N2 (stereo not given)	-9	2	1.7	-9	-1	-2	-3.5	7	-10
CC(C)N1CCN(Cc2cccc([N+](=O)[O-])c2)CC1	10	6	-3.3	1	7	0	-1.0	1	0
CC(=O)NC(=O)NC(C)Cc1ccccc1 (stereo not given)	9	3	-1.9	8	4	-1	-0.3	6	-1
C=C1C/C(=C/C)C(=O)O[C@@H]2CCN3CC=C(COC(=O)[C@]1(C)O)[C@H]23	29	6	0.0	-5	-1	-5	-1.5	-12	-4
CC(C)c1ccccc1OCC(=O)N1CCCN(C)CC1	9	-2	-2.6	10	5	6	-2.6	-9	4
COCc1ccc(CN2CCCC(C(=O)c3sccc3C)C2)o1 (stereo not given)	2	5	-0.8	4	-4	0	2.5	-19	-4
Nc1c(C(=O)NCc2ccco2)c2nc3ccccc3nc2n1CCN1CCCCC1	13	7	-0.6	-1	12	-2	0.0	-3	9
CC(C)NC(=O)Cn1cc(C(=O)c2ccccc2)c2ccccc21	7	3	-2.1	2	-4	/	-2.2	-15	-6
CC(C)C(C)(NC(=O)c1cccn(Cc2ccc3c(c2)OC(F)(F)O3)c1=O)C(N)=O (stereo not given)	-2	6	-1.8	-7	-1	-4	-2.0	8	-31
COC(=O)C(O)(c1ccc2c(c1)CCCN2)C(F)(F)F (stereo not given)	-7	4	0.8	0	0	-2	2.3	-2	4
Cc1ccccc1-n1c(O)c(/C=N/Nc2nc3c(c(=O)n(C)c(=O)n3C)n2C)c(=O)[nH]c1=S	3	5	-2.2	7	-3	2	-2.5	0	-33
CC[n+]1c(/C=C/C=C/c2ccc(N(C)C)cc2)sc2ccccc21	-283	-8	-5.8	48*	-4	-5	-4.7	-29	3
S=C1CN=C(c2ccccc2Cl)c2cc(Cl)ccc2N1	-20	-1	-1.3	10	11	1	-4.6	-8	-11
CCCNS(=O)(=O)c1ccc(OCC(=O)N2CCN(Cc3ccc4c(c3)OCO4)CC2)cc1	8	1	-4.8	-11	1	5	-0.3	-19	-20
Cc1onc(-c2c(Cl)cccc2Cl)c1C(=O)Nc1ccc2c(C(F)(F)F)cc(=O)oc2c1	20	5	-2.9	1	-16	6	-1.1	-18	-2
CN(C)CP(=O)(Nc1ccccc1)N(C)C (stereo not given)	11	5	-0.1	-1	-4	-1	1.5	0	-1
COC(=O)[C@@H](N)CCCN=C(N)N[N+](=O)[O-]	9	2	/	/	/	0	/	-3	/
CC(Cc1ccccc1)NCC(=O)Nc1cc(N(C)C)nc2ccccc12 (stereo not given)	-17	/	-1.6	2	2	-7	0.5	4	29

The list goes on, overlapping the part above by two compounds.
SMILES	SUMO HTRF inh	IDE cell activ	IMP-1 inhibitor	NS3 helicase inh	M18AAP inhibitor	IDE inh	VIM-2 inhibitor	p-CIP stab down	FID counter
COC(=O)[C@@H](N)CCCN=C(N)N[N+](=O)[O-]	9	2	/	/	/	0	/	-3	/
CC(Cc1ccccc1)NCC(=O)Nc1cc(N(C)C)nc2ccccc12 (stereo not given)	-17	/	-1.6	2	2	-7	0.5	4	29
O=C1NC(=O)N(Cc2ccco2)C(=O)/C1=C/C=C/c1ccco1	73*	-17	-1.4	33	35*	1	1.1	-4	-22
CCc1cccc(CC)c1NC(=S)N1CC2CC(C1)c1cccc(=O)n1C2 (stereo not given)	16	1	-4.0	2	-9	0	-3.7	-8	-10
COc1ccc(Br)cc1CN1CCN(C(=O)Cc2ccccc2)CC1	26	-2	-4.3	-1	-7	6	-5.5	-4	-12
CN1CCc2c([nH]c3ccccc23)C1	-5	3	-3.2	8	-2	2	-1.7	-2	-3
O=C(CN1C(=O)COc2ccccc21)N1CCC2(CC1)OCCO2	10	6	-1.3	6	3	4	-6.2	2	0
C=CCn1c(O)c(/C=N/N2CCOCC2)c(=O)[nH]c1=S	-2	2	-2.5	13	-5	-2	-3.3	-8	-2
COC(=O)C(O)(c1ccc(N(C)C(=O)c2cccs2)cc1)C(F)(F)F (stereo not given)	-6	1	-1.3	-3	0	0	-3.3	-18	-14
O=C1N(c2ccccc2)C(c2cccnc2)N2CCCN12 (stereo not given)	3	-5	-0.6	4	-4	1	-0.8	12	2
CCCCN(Cc1ccccc1)C1CCN(CCc2ccccc2)CC1	-7	-2	-1.7	-24	0	-3	-4.0	-7	11
COc1cc(N2CCOCC2)ccc1C=C1C(=O)NC(=O)NC1=O	19	-1	0.7	16	9	0	1.7	-2	3
NC1CCCCC1N=Cc1c(O)n(Cc2ccc(F)cc2)c(=O)[nH]c1=O (stereo not given)	30	-1	-2.7	1	9	-1	-2.5	-2	-6
CC1CCN(C(=O)C(C)Cl)CC1 (stereo not given)	6	5	-3.5	-12	3	0	-1.5	7	-1
CCOP(=O)(Cc1ccc(C#N)o1)OCC	-2	6	-3.1	-11	3	-5	-3.5	6	-2
CCOC(=O)CNC(=S)N1CC2C[C@@H](C1)Cn1c2cccc1=O	17	2	-3.1	-6	5	-1	-2.0	0	-1
Cc1ccc(C2N3CCCN23)cc1 (stereo not given)	7	-3	-4.1	-3	2	2	-2.4	0	-4
COC(=O)C(O)(c1ccc(NC(=O)c2ccco2)c(OC)c1)C(F)(F)F (stereo not given)	-5	5	-1.9	-6	-12	3	-0.2	9	-11
Cn1c(O)c(C=NC2CCCCCC2)c(=O)[nH]c1=S	1	-1	-1.0	5	5	-4	-0.6	31	-3
COC(=O)c1ccc(N2C(=O)CC(N3CCC(n4c(=O)[nH]c5ccccc54)CC3)C2=O)cc1 (stereo not given)	2	2	-6.7	-5	-14	5	-1.3	-2	-38
Cc1nc2ccccc2c(=O)n1-c1cccc(O)c1	13	4	-1.4	0	-3	-1	-1.6	-5	-6
CC1CCCCN1CC(=O)c1ccc2cc[nH]c2c1 (stereo not given)	20	1	-6.2	0	3	1	-2.5	2	-3
CCOc1ccc(-n2c(O)c(/C=C3\C=Nc4ccccc43)c(=O)[nH]c2=O)cc1	17	-2	3.0	33	22	1	0.7	-3	-5
NCCNc1ccc([N+](=O)[O-])c2cccnc12	-1	3	-2.8	0	12	2	-5.7	-8	17
CCCCOCCCN1C(C)=CC(=C2C(=O)NC(=S)NC2=O)C=C1C	11	4	-2.5	0	2	2	-4.1	-4	-2
CC1=C(C(=O)Nc2ccccc2)SCCO1	15	5	-2.2	1	-4	4	-1.4	-12	1
CN1CC[C@@]23CCCC[C@@H]2[C@@H]1Cc1ccc(O)cc13	11	6	-1.9	-2	-10	-2	-1.1	-13	2
Other records follow.
SMILES	SUMO HTRF inh	IDE cell activ	IMP-1 inhibitor	NS3 helicase inh	M18AAP inhibitor	IDE inh	VIM-2 inhibitor	p-CIP stab down	FID counter
COc1ccc(C2C(C#N)=C(N)Oc3c2c(=O)oc2ccccc32)cc1Cn1cc([N+](=O)[O-])cn1 (stereo not given)	-5	2	-2.0	6	1	3	-4.6	-9	-28
CCc1ccc(NC2=NCCCS2)cc1	9	-6	-2.2	-1	3	2	-0.7	8	-6
O=c1[nH]c(=O)n(Cc2ccccc2)c(O)c1C=Nc1ccc(CN2CCOCC2)cc1	-6	2	-0.2	23	7	1	-2.5	-4	-12
Cc1cc(C(=O)CS(=O)(=O)c2ccccc2)cc(C)c1OC(=O)N(C)C	-12	4	-0.6	7	-12	-5	-1.2	0	-7
CCCCN1C(=O)NC(=O)C2(Cc3ccccc3N3CCOCC32)C1=O (stereo not given)	16	1	-0.5	0	2	4	-2.8	2	-13
O=C(/C=C/c1c[nH]c2ccccc12)c1c(O)n(CCc2ccccc2)c(=O)[nH]c1=O	-17	/	-2.0	11	0	-5	-2.6	-364	-1
CCC(CO)(C(=O)OC1CC2CCC(C1)N2C)c1ccccc1 (stereo not given)	12	2	-3.3	-1	-1	5	-3.9	-6	-1
O=C(COc1ccc(S(=O)(=O)N2CCOCC2)cc1)N1CCN(Cc2ccc3c(c2)OCO3)CC1	10	5	-0.5	4	0	5	-5.7	-4	-22
Cc1ccc(-c2nc3ccccc3c(=O)n2-c2ncccc2C)cc1	1	-2	-2.4	-2	-2	-3	-2.1	-10	-20
CCC(=NC1CCN(Cc2ccccc2)CC1)c1c(O)[nH]c(=O)[nH]c1=O	-1	4	-4.3	1	3	2	-1.4	9	1
COc1ccccc1C1C([N+](=O)[O-])=C(N)Oc2c1c(=O)oc1ccccc21 (stereo not given)	16	7	-0.2	14	-9	-4	-0.2	-2	-5
O=C(Nc1ccc(OC(=O)N2CCCCC2)cc1)N1CCOCC1	15	6	-0.6	-5	0	5	2.2	-29	-14
CC(C)NS(=O)(=O)c1ccc(OCC(=O)N2CCN(Cc3ccccc3)CC2)cc1	/	-4	-0.7	-12	-2	5	0.1	/	-21
CNC(C(=O)c1ccccc1)C(OC(C)=O)c1cccc([N+](=O)[O-])c1 (stereo not given)	15	0	-2.7	2	-3	1	-1.1	-13	-2
Nc1c(C(=O)NC2CCCC2)c2nc3ccccc3nc2n1CC1CCCO1 (stereo not given)	102	2	-2.0	19	4	1	1.0	-12	-9
CCCC(=O)C1C(=O)NC(=O)NC1=O	11	7	-0.2	1	3	8	-2.3	-6	2
COc1cccc(CNC2CN3CCC2CC3)c1OC (stereo not given)	16	-1	-2.4	-3	9	-5	-0.8	-6	4
Cc1ccc(OCC(=O)N2CCCC(N3CCN(c4ccc(F)cc4)CC3)C2)cc1 (stereo not given)	15	4	-1.2	1	-5	-1	-2.1	-4	-25

By substructure: the entries above containing a cyano group (two)
SMILES	SUMO HTRF inh	IDE cell activ	IMP-1 inhibitor	NS3 helicase inh	M18AAP inhibitor	IDE inh	VIM-2 inhibitor	p-CIP stab down	FID counter
CCOP(=O)(Cc1ccc(C#N)o1)OCC	-2	6	-3.1	-11	3	-5	-3.5	6	-2
COc1ccc(C2C(C#N)=C(N)Oc3c2c(=O)oc2ccccc32)cc1Cn1cc([N+](=O)[O-])cn1 (stereo not given)	-5	2	-2.0	6	1	3	-4.6	-9	-28
